NTR1 ag: NTR1-driven beta-arrestin-GFP spot formation – imaging, U2OS cells, high content, primary screen (AID 493036) | actives 0.17% (n = 330,000) | activation, % at 20 µM | agonist mode;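 active means activation at or above 40% of the spot to cytoplasm intensity ratio, with at least 20 cells analyzed; inconclusive means wells under 20 cells, flagged as cytotoxic or low count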;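 further: 0% = DMSO without peptide and 100% = 100 nM NTR1 peptide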
Target sequence (P30989 whole entry, looked up): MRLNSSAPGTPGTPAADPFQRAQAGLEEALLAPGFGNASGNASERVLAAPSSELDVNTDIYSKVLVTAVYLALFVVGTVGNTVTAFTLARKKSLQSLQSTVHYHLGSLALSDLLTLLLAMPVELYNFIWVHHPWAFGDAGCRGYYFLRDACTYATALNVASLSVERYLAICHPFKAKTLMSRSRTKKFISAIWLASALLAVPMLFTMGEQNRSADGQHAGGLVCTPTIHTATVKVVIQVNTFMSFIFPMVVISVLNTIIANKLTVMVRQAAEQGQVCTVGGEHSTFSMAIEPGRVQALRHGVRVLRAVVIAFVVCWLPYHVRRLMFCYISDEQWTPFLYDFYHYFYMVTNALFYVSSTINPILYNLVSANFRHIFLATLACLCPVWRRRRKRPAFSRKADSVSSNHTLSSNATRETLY
GPR35 antagonists: inhibition of zaprinast-stimulated GPR35 beta-arrestin translocation – imaging, U2OS, beta-arrestin-GFP, zaprinast agonist, primary screen (AID 2058); U2OS GPR35 beta-arrestin-GFP translocation imaging, zaprinast antagonism; higher % means a stronger effect; inhibition, % at 10 µM, or IC50 in µM where a hit was titrated; actives 0.052% (n = 290,000);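 active means inhibition of at least 50% with at least 30 cells and total cytoplasm GFP at most 10,000,000; inconclusive means under 30 cells or total GFP of 10,000,000 plus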
HIV fusion peptide: inhibitors of HIV fusion peptide binding, primary screen, biochemical, uHTS, fluorescence dequenching (AID 1986); cell-free peptide binding, fluorescence dequenching, 30 min; higher % means a stronger effect; inhibition, % at 20 µM; hits with a dose series show IC50 in µM; actives 0.3% (n = 290,000); in the data active means inhibition mostly above about 52%, no sharp cut-off; inactive means mostly below about 76%; further: some results filed as inactive read as strong as hits
LYP phosphatase: inhibitors of LYP phosphatase, biochemical, fluorescence intensity, uHTS (AID 1779). inhibition, % at 11.5 µM; hits with a dose series show IC50 in µM. recombinant LYP phosphatase, fluorescence intensity; higher % means a stronger effect. actives 0.054% (n = 290,000); in the data active means inhibition above about 50%;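 further: plate controls were vehicle with enzyme for no effect and no enzyme for full effect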
Salmonella PhoP GFP: inhibitors of PhoP regulon expression, primary screen, Salmonella Typhimurium, GFP reporter (AID 1863); S. Typhimurium PhoP-regulated promoter GFP reporter, 4 h; higher % means a stronger effect; inhibition, % at 50 µM, or IC50 in µM where a hit was titrated; actives 0.16% (n = 300,000);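 active means inhibition over 29.93%, a cutoff 3 SD above the screen mean, later confirmed by dose response; inconclusive means inhibition over 29.93% but no dose response follow-up; inactive means inhibition at most 29.93% or unconfirmed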;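 further: 0% = low Mg2+ inducing control and 100% = high Mg2+ repressing control; strong numbers were not always called active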
MgcRacGAP inhibition: MgcRacGAP GTPase-activating activity inhibitors, confirmation, biochemical, ADP Hunter fluorescence | MgcRacGAP-stimulated Rac1 GTP hydrolysis, ADP Hunter fluorescence; higher % means a stronger effect; GST-tagged Rac1 F28L mutant substrate | one-dose inhibition, % at 30 µM; IC50 in µM for titrated hits | actives 0.6% (n = 340,000);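 active means first-screen hits whose inhibition reached a set limit at any dose in the follow-up dose series; inconclusive means inhibition above the set first-screen limit but never retested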;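 further: fluorescence reports GDP produced by GAP-driven GTP hydrolysis; strong numbers were not always called active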
Siah-1 displacement: Siah-1 peptide-binding antagonists, primary screen, biochemical, fluorescence polarization, rhodamine-plectin, uHTS (AID 1817); Siah-1 / rhodamine-plectin peptide fluorescence polarization; higher % means a stronger effect; displacement, % at 20 µM; hits with a dose series show IC50 in µM; actives 0.02% (n = 290,000);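 active means displacement of at least 50% at 20 µM, with a fluorescence ratio check between 0.3 and a set limit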;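 further: plate controls were Siah plus tracer with DMSO for no effect and tracer alone without Siah for full effect; strong numbers were not always called active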
Myeloid diff 2: promotes myeloid progenitor differentiation. ER-HoxA9 myeloid progenitors, lysozyme-GFP differentiation, flow cytometry. calls only at 10 µM. actives 1% (n = 360,000). AID 624256;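 active means normalized GFP-positive differentiation at or above the plate's own cutoff, the solvent-only control mean plus 3 SD; inconclusive means no clear call, values can overlap the other calls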;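 further: cells exposed to compound for four days before flow analysis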
GPR55 antagonists: inhibition of LPI-stimulated GPR55 beta-arrestin translocation – imaging, U2OS, beta-arrestin-GFP, LPI agonist, primary screen (AID 2013). U2OS GPR55 beta-arrestin-GFP translocation imaging, LPI antagonism; higher % means a stronger effect. inhibition, % at 10 µM, or IC50 in µM where a hit was titrated. actives 0.13% (n = 290,000);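 active means spots per cell inhibited over 60%, with over 100 cells counted and total cytoplasm intensity under 500,000; inconclusive means wells with under 100 cells, flagged as likely toxic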;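 further: U2OS cells stably carrying GPR55 and arrestin-GFP stimulated by 5 µM LPI near EC80; imaged beta-arrestin-GFP aggregate spots per cell after agonist stimulation; plate controls were LPI-stimulated DMSO wells for no effect and DMSO wells without LPI for full effect; some results filed as inactive read as strong as hits; confirmed hits need IC50 under 10 µM and bright autofluorescent wells are also inconclusive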
NTR1 ag cell count 20 µM: also measured in NTR1 ag; calls as there; cell count; measured here: cell count, cytotoxicity flag
Myeloid diff 2 GFP+ MAC1+ %: recorded beside Myeloid diff 2, whose call it bears; GFP+ MAC1+ double positive, %; measured here: differentiation confirmed by MAC1 staining
Active calls of the source: *; i = inactive; ? = inconclusive; nt = no result given; + = active, no number. Rows are unselected; 2.4% or so of the library scored in one or more.

SMILES	NTR1 ag	NTR1 ag cell count 20 µM	GPR35 antagonists	HIV fusion peptide	LYP phosphatase	Salmonella PhoP GFP	MgcRacGAP inhibition	Siah-1 displacement	Myeloid diff 2	Myeloid diff 2 GFP+ MAC1+ %	GPR55 antagonists
COc1ccc(C(=O)CNC2=NCCC2)cc1	-1.3	64	10.5%	3.7%	-2.7%	6.6%	5.4%	-2.7%	i	0.6	7.4%
Cc1cc(C)cc(OCC(=O)NNC(=O)CCN2C(=O)c3ccccc3C2=O)c1	0.4	76	-5.6%	1.5%	-0.5%	8.3%	9.1%	-1.5%	i	0.0	5.1%
CN(C)c1ccc(NC(=O)Cn2cc3c(n2)CCCC3)cc1	0.8	56	-12.7%	-2.6%	1.5%	2.0%	31.5%	7.1%	i	3.2	4.5%
COc1ccc(Cl)cc1NC(=S)N1CCN(C(=O)C2CCCO2)CC1 (configuration not stated)	-1.2	51	-9.5%	-1.5%	-10.2%	-17.9%	-0.2%	0.4%	i	0.2	-2.9%
Cc1nc(N2CCN(S(=O)(=O)c3cccc4nonc34)CC2)c2c3c(sc2n1)CCCC3	3.7	48	20.2%	0.4%	1.1%	-13.6%	3.5%	-2.7%	i	2.8	17.7%
Cc1cccc(N2C(N)=NC(N)=NC23CCCCC3)c1	nt	nt	-2.9%	0.8%	-6.4%	0.7%	-4.3%	-1.4%	+	0.5*	2.6%
CSc1cc(-c2ccc(Cl)cc2)c(C(=O)NN)s1	-3.8	92	5.4%	-2.0%	0.8%	27.1%	14.7%	3.8%	i	1.2	28.1%
O=C(/C=C/c1ccccc1)N1CCC(N2CCC(C(=O)N3CCOCC3)CC2)CC1	2.1	39	-7.0%	-0.5%	-4.7%	9.6%	-1.0%	12.6%	i	0.4	5.4%
O=C(NNC(=O)c1ccco1)c1ccc(NS(=O)(=O)c2cccs2)cc1	0.4	62	nt	nt	nt	2.3%	10.0%	nt	i	1.8	nt
c1cnc(N2CCN(c3cnccn3)CC2)nc1	-0.2	61	9.4%	3.0%	-3.5%	4.9%	7.2%	7.2%	i	0.7	4.5%
Cc1cc(N2CCOCC2)nc2ccc(NC(=S)N3CCCCC3C)cc12 (configuration not stated)	5.3	73	-2.0%	-4.8%	-3.5%	-4.5%	11.0%	-8.5%	i	0.6	5.4%
CC1c2ccsc2CCN1S(=O)(=O)c1ccccc1 (configuration not stated)	0.1	58	4.7%	-1.3%	-3.6%	5.3%	8.2%	-3.4%	i	0.6	1.7%
COc1ccc(OC)c(CNC(=O)CCCn2ccc3cc(S(=O)(=O)N4CCCC4)ccc32)c1	2.1	66	4.9%	0.9%	-5.5%	0.0%	0.9%	-3.2%	i	1.3	19.2%
Cc1cc(C)cc(NC(=S)NC2CC3CCC(C2)N3Cc2ccco2)c1 (configuration not stated)	1.3	51	14.5%	-0.1%	-6.9%	-3.8%	3.1%	4.3%	nt	nt	23.6%
CC(=O)C12CCCCC1CC1C3CC(C)C4(O)CC(=O)CCC4(C)C3CCC12C (configuration not stated)	5.8	102	-0.5%	1.2%	-3.9%	-2.0%	5.0%	-3.5%	i	0.3	0.7%
CC(OC(=O)CCCN=C1NS(=O)(=O)c2ccccc21)C(=O)NC1CCCCC1C (configuration not stated)	0.8	70	8.6%	-0.1%	-11.0%	-7.5%	7.3%	-1.9%	i	0.0	9.0%
Cc1cc(C)n(Cc2ccc(C(=O)Nc3cccc(Br)c3)o2)n1	0.7	71	-4.4%	8.8%	5.2%	-4.0%	5.9%	3.5%	i	1.1	10.8%
CC1CN(C(=O)CN2C(=O)c3ccccc3S2(=O)=O)CC(C)O1 (configuration not stated)	1.9	84	-0.1%	1.1%	-10.0%	11.5%	2.6%	-3.1%	i	0.9	-5.5%
CC(C)(C)c1cc(C(=O)O)n[nH]1	-1.2	46	13.4%	2.2%	-8.9%	-12.4%	8.1%	1.7%	i	4.9	-1.0%
CSc1ccc(CCNC(=O)CN2C(=O)CCSc3ccccc32)cc1	0.2	44	0.6%	-0.1%	-7.4%	-2.1%	6.0%	10.2%	i	0.7	-2.7%
Cc1ccc(C#N)c(SCc2nnc(-c3ccc(Cl)cc3)o2)n1	-0.9	77	-7.6%	0.5%	-1.0%	0.3%	3.5%	5.5%	i	0.8	8.5%
COc1ccc(CN2C(=O)CCC2(C)C(=O)NC2CCCCC2)c(OC)c1 (configuration not stated)	0.8	69	31.5%	0.3%	0.9%	-10.0%	-1.1%	10.6%	i	1.3	-5.5%
Cc1nc2ccc(NC(=O)c3ccc([N+](=O)[O-])cc3)cc2[nH]1	-1.1	68	-21.7%	1.3%	3.3%	-1.4%	9.5%	3.6%	i	0.2	-7.5%
C[C@H]1CC[C@H]2C(=O)N3[C@H](c4cccc(N5CCCC5=O)c4)[C@@H](C)CC[C@H]3C(=O)N2[C@@H]1c1cccc(N2CCCC2=O)c1	2.7	85	-11.5%	7.6%	-7.4%	0.0%	nt	-3.9%	nt	nt	-8.0%
COc1cc(C(=O)N(Cc2ccc(N(C)C)cc2)C2CCS(=O)(=O)C2)cc(OC)c1OC (configuration not stated)	-1.2	40	-4.1%	5.3%	-9.8%	13.0%	8.2%	-3.1%	i	0.7	4.0%
Cc1ccc(C(=O)N2CCC(C(N)=O)CC2)cc1C	-1.4	78	6.3%	0.9%	-8.6%	-3.6%	1.5%	1.5%	i	0.8	-9.5%
O=C(N/N=C/c1ccoc1)c1cc(O)cc(O)c1	0.9	63	-3.5%	8.3%	-6.5%	-4.3%	14.6%	49.4%	i	0.9	-20.6%
O=C1CCN(C(=O)CSc2ccc(Cl)cc2)N1	-0.3	99	-10.7%	-0.9%	-6.6%	-3.1%	-2.8%	8.4%	i	0.2	18.5%
Cc1cc(N(C)/N=C/c2ccccc2)nc(-c2ccccc2O)n1	0.3	40	-4.2%	-0.5%	-1.9%	-3.5%	2.7%	-3.4%	i	0.1	1.3%
Cc1cnc(C(=O)Oc2c(C)ccc(C)c2C)cn1	-0.4	44	3.2%	3.4%	-9.9%	-0.4%	-0.2%	25.4%	i	0.3	14.9%
COc1ccc2c(c1)CCc1cn3nc(C)cc3nc1-2	-0.1	48	-6.8%	-3.1%	3.2%	3.2%	0.2%	4.0%	i	0.3	-6.3%
CCCC/C(O)=C1\C(=O)CCCC1=NCCc1c(C)[nH]c2ccccc12	0.7	57	5.3%	-1.8%	1.1%	-10.3%	1.4%	2.6%	i	0.8	8.7%
Cc1nn(Cc2ccc(C(=O)N3N=C(C(F)F)CC3(O)C(F)F)cc2)c(C)c1[N+](=O)[O-] (configuration not stated)	2.7	63	2.4%	1.3%	-7.6%	-8.4%	8.2%	-5.1%	i	0.4	-1.3%
CCC(=O)N1CCN(c2ccc(NC(=O)c3ccc(Br)o3)cc2)CC1	1.3	104	9.2%	2.5%	-2.0%	5.5%	4.9%	-4.7%	i	1.2	11.1%
CCn1c(=NC(=O)CSC(C)=O)sc2cc(F)ccc21	1.9	56	-3.4%	-3.3%	0.2%	5.7%	10.3%	1.0%	i	1.0	8.0%
C=CCNC(=O)c1ccc(OC)cc1	nt	nt	4.4%	0.6%	-11.4%	-2.0%	6.8%	3.4%	i	0.5	8.3%
CCOC(=O)c1sc(NC(=O)c2ccccc2C(=O)O)c(C(=O)OCC)c1C	2.7	52	-0.2%	1.5%	-2.3%	-4.8%	10.4%	7.6%	i	0.1	-1.3%
O=C(CSc1ncc(C(=O)O)n1-c1ccc(F)cc1)NCc1ccc2c(c1)OCO2	-0.3	29	7.8%	-1.5%	-6.7%	0.6%	6.0%	-5.0%	i	0.3	3.1%
COc1cccc(NC(=S)N(CCCN2CCCC2)Cc2cccn2Cc2ccc(Cl)cc2)c1	12.1	64	-3.7%	-1.3%	-8.8%	12.1%	8.8%	-3.3%	i	0.5	11.4%
COC(=O)c1sccc1-c1ccc(C(=O)Nc2cccc(Cl)c2)o1	4.8	87	6.4%	5.3%	0.2%	-2.9%	4.0%	28.4%	i	0.8	14.9%
Cc1nn(S(=O)(=O)c2ccc(C(C)C)cc2)c(C)c1S(=O)(=O)N1CCOCC1	-0.4	58	-5.5%	-0.2%	-10.1%	-3.4%	nt	7.2%	i	0.8	9.6%
COc1ccc(N/C=C/C(=O)c2ccc(OC)c(OC)c2)cc1	2.0	56	-6.2%	1.5%	5.1%	-1.7%	-1.0%	-1.6%	i	0.2	1.3%
CC(C)c1ccc(N(CC(=O)NCCSCc2ccco2)S(C)(=O)=O)cc1	1.6	56	4.1%	-1.4%	-6.3%	12.5%	2.1%	7.6%	i	0.1	12.6%
CCC(C)C(NC(=O)C1CCC(C)CC1)C(=O)NCCc1ccc(S(N)(=O)=O)cc1 (configuration not stated)	2.3	92	9.3%	-0.2%	-9.4%	7.7%	-3.7%	-2.6%	i	1.3	-3.0%
CCCCOC(=O)Nc1ccccc1C(N)=O	-2.3	96	-6.9%	-0.3%	-10.3%	0.1%	13.8%	-0.2%	i	1.7	6.3%
NNC(=O)c1cc(-c2ccc(O)cc2)nc2ccc(Br)cc12	1.4	52	-4.8%	-2.7%	-7.3%	nt	17.8%	-2.5%	?	nt	0.6%
O=C(NC1CCCC1)c1cc(-c2ccccc2)nc2ccccc12	-0.2	54	1.0%	-0.4%	-5.9%	5.5%	6.8%	6.1%	i	0.2	-14.4%
Cc1ccc(CS/C(Nc2ccccc2C)=C(\C#N)C(N)=O)c(C)c1	36.0	72	-1.2%	-1.4%	-2.0%	3.1%	11.5%	0.6%	i	1.1	-10.1%
CCOc1ccc(CC2S/C(=N/c3ccccn3)NC2=O)cc1 (configuration not stated)	1.1	53	-2.9%	-2.6%	-5.1%	-10.7%	10.9%	-0.9%	i	0.9	6.2%
